High-throughput results: PubChem BioAssay, several laboratories
CCHFV vOTU inh – blocks the CCHF virus ovarian tumor domain protease. inhibition, % at 11.5 µM. AID 651958. 370,000 compounds, 0.55% hits. CCHFV vOTU protease, Pep-AMC fluorescence; further: 0% = vehicle wells with enzyme and 100% = no enzyme wells
Mtb BioA inh – inhibitors of Mycobacterium tuberculosis BioA enzyme; inhibition, % at 9.99 µM; 360,000 compounds, 0.096% hits; AID 602481; purified M. tuberculosis BioA enzyme, plate reader; in the data active means inhibition above about 40%; inconclusive means no clear call, values can overlap the other calls
BoNT F protease – blocks Botulinum neurotoxin F light chain protease; Multiplex microsphere protease cleavage assay, flow cytometry; inhibition, % at 10 µM; AID 588497; 360,000 compounds, 0.22% hits; in the data active means inhibition above about 35%, passing the limit was not always enough; inconclusive means no clear call, values can overlap the other calls; further: plate controls were buffer without enzyme for full effect and enzyme alone for no effect
BoNT A protease – blocks Botulinum neurotoxin A light chain protease. multiplex microsphere protease substrate cleavage, flow cytometry. inhibition, % at 10 µM. 360,000 compounds, 0.17% hits; in the data active means inhibition above about 30%; inconclusive means no clear call, values can overlap the other calls; further: plate controls were buffer without enzyme for full effect and enzyme alone for no effect
Mtb UGM inh – inhibitors of M. tuberculosis UDP-galactopyranose mutase | purified UGM, fluorescence polarization probe displacement | inhibition, % at 10 µM | 320,000 compounds, 0.06% hits; in the data active means inhibition above about 10%, passing the limit was not always enough; inconclusive means no clear call, values can overlap the other calls
Target sequence (P9WIQ1 whole entry, looked up): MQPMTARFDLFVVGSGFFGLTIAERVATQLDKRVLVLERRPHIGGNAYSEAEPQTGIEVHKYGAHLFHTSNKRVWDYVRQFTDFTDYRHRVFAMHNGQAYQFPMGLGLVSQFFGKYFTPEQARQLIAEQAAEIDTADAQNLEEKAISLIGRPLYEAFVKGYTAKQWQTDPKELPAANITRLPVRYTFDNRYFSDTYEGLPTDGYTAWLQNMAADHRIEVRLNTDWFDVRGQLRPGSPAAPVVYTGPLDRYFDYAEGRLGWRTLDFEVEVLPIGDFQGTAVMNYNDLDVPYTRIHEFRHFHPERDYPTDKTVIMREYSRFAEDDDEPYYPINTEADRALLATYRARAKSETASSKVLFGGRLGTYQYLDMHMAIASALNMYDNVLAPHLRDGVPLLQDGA
GDH-TPI inh – GDH-TPI coupled enzyme inhibition counter-screen | GDH-TPI coupled enzyme counterscreen, NADH absorbance | inhibition, % at 4.8 µM | AID 588335 | 360,000 compounds, 1.2% hits;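 further: 0% = DMSO wells and 100% = wells lacking the enzyme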
PrPC TRFRET – cell surface PrPC inhibition, primary TR-FRET screen; P04156; TR-FRET read-out; inhibition, % at 13.8 µM; 370,000 compounds, 0.43% hits; AID 720596; in the data active means inhibition above about 24%; further: 0% = median of the test wells and 100% = reference compound wells
FadD28 binding – inhibitors of Mycobacterium tuberculosis FadD28 bisubstrate binding; FadD28 bisubstrate probe binding, fluorescence polarization; inhibition, % at 12.5 µM; 360,000 compounds, 0.22% hits; AID 588549; in the data active means inhibition above about 8.5%, passing the limit was not always enough; inconclusive means no clear call, values can overlap the other calls
FBA Mtb inh – inhibits M. tuberculosis FBA enzyme; P9WQA3; purified M. tuberculosis FBA, fluorescence read-out; inhibition, % at 1 µM; 360,000 compounds, 2.3% hits; AID 588726; in the data active means inhibition above about 27%;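 further: 0% = vehicle and 100% = reference inhibitor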
Target sequence (P9WQA3 whole entry, looked up): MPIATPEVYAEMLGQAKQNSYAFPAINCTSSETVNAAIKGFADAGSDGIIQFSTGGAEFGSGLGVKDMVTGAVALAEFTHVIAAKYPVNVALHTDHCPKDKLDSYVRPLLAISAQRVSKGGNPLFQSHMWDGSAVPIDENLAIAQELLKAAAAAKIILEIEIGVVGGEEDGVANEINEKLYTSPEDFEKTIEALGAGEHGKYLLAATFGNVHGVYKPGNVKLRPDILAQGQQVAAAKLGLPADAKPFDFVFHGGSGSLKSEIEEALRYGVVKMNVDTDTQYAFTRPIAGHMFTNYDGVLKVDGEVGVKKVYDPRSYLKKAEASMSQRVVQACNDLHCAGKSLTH
* = called active by the depositor. Unless noted, no stated cut-off is given here; in the data, active means inhibition above about 30%; inactive means the rest. No enrichment for hits; overall some 4.8% were active at least once.

Screening C#CCOC(=O)Nc1cccn(Cc2c(Cl)cccc2Cl)c1=O returned CCHFV vOTU inh -7.7, Mtb BioA inh 1.3, BoNT F protease -3.4, BoNT A protease -2.7, Mtb UGM inh 0.9, GDH-TPI inh 16.7, PrPC TRFRET 14.3, FadD28 binding 1.3 and FBA Mtb inh 1.4.
Screening Cc1ncc(C)c2c([N+](=O)[O-])cccc12 returned CCHFV vOTU inh 10.5, Mtb BioA inh -0.3, BoNT F protease 3.3, BoNT A protease -0.1, GDH-TPI inh 0.9, PrPC TRFRET -0.9, FadD28 binding -4.2 and FBA Mtb inh -1.3.
`COc1cc([C@@H]2c3cc4c(cc3[C@@H](O[C@@H]3O[C@@H]5CO[C@@H](C)O[C@H]5[C@H](O)[C@H]3O)[C@H]3COC(=O)[C@H]23)OCO4)cc(OC)c1O` gave CCHFV vOTU inh -0.7, Mtb BioA inh -0.1, BoNT F protease -6.5, BoNT A protease -0.5, Mtb UGM inh -1.5, GDH-TPI inh 4.7, PrPC TRFRET -3.7, FadD28 binding -1.2 and FBA Mtb inh 0.3.
Screening O=Cc1coc2ccc3ccccc3c2c1=O returned CCHFV vOTU inh 3.6, Mtb BioA inh -0.2, BoNT F protease 26.4, BoNT A protease -0.4, Mtb UGM inh -1.0, GDH-TPI inh 7.1, PrPC TRFRET 13.0, FadD28 binding -0.3 and FBA Mtb inh 1.9.
For COc1ccc(N2CCN(CCc3ccncc3)CC2)cc1 the results were CCHFV vOTU inh 4.3, Mtb BioA inh 12.2, BoNT F protease 0.3, BoNT A protease -1.7, Mtb UGM inh -1.4, GDH-TPI inh -8.3, PrPC TRFRET -7.1, FadD28 binding -3.7 and FBA Mtb inh -2.2.
Screening O=C1CC(c2ccccc2)CC(O)=C1C=Nc1ccc(Cl)cc1 (configuration not stated) returned CCHFV vOTU inh -9.2, BoNT F protease -4.4, BoNT A protease -0.4, Mtb UGM inh -2.8, GDH-TPI inh 15.0, PrPC TRFRET 6.1, FadD28 binding -3.1 and FBA Mtb inh -1.7.
`Cn1c(=O)c2[nH]c(COc3ccc(C(C)(C)C)cc3)nc2n(C)c1=O` gave BoNT F protease -8.0, BoNT A protease 0.4, Mtb UGM inh -0.9, GDH-TPI inh -15.5, FadD28 binding -4.5 and FBA Mtb inh 3.2.
Screening OCCNCCCCOc1ccc(OCc2ccccc2)cc1 returned CCHFV vOTU inh -19.3, Mtb BioA inh -0.1, BoNT F protease -11.6, BoNT A protease -0.7, Mtb UGM inh -0.5, GDH-TPI inh 2.2, PrPC TRFRET -11.1, FadD28 binding -0.3 and FBA Mtb inh 3.2.
Screening O=C(N/N=C/c1oc(O)c2ccccc12)c1ccccc1 returned CCHFV vOTU inh 11.5, Mtb BioA inh -0.3, BoNT F protease -2.5, BoNT A protease -0.3, Mtb UGM inh -2.0, GDH-TPI inh 6.2, PrPC TRFRET 8.7, FadD28 binding -2.7 and FBA Mtb inh 1.6.
For Cc1ccccc1NC(=O)COC(=O)c1cc(C)n(C2CC2)c1C the results were CCHFV vOTU inh -2.7, Mtb BioA inh -0.7, BoNT F protease 1.8, BoNT A protease 0.0, Mtb UGM inh 2.4, GDH-TPI inh -1.3, PrPC TRFRET 4.2, FadD28 binding -4.6 and FBA Mtb inh 0.9.
COc1ccccc1NC(=O)CN1CCC(C(=O)c2ccc(F)cc2)CC1 was read as CCHFV vOTU inh -2.3, BoNT F protease 7.7, BoNT A protease 0.9, Mtb UGM inh 3.3, GDH-TPI inh 3.7, PrPC TRFRET 6.3, FadD28 binding -2.3 and FBA Mtb inh -1.2.
CC1(C)CC(=O)C=C(NCc2ccncc2)C1 was read as CCHFV vOTU inh -5.0, Mtb BioA inh 1.0, BoNT F protease -5.2, BoNT A protease -2.5, Mtb UGM inh -1.8, GDH-TPI inh 0.7, PrPC TRFRET -1.5, FadD28 binding 1.4 and FBA Mtb inh -0.2.
Cc1cc2c(c(=O)o1)C(C(C)C)C(C#N)=C(N)O2 (configuration not stated) was read as CCHFV vOTU inh -0.4, Mtb BioA inh -2.3, BoNT F protease 19.0, BoNT A protease 0.7, Mtb UGM inh -0.4, GDH-TPI inh -2.5, PrPC TRFRET 9.1, FadD28 binding -0.9 and FBA Mtb inh -3.3.
`CCCCC[n+]1ccn(-c2nc3ccccc3nc2[N-]S(=O)(=O)c2ccccc2)c1` gave CCHFV vOTU inh -20.7, Mtb BioA inh 0.0, BoNT F protease -13.1, BoNT A protease -4.3, Mtb UGM inh -1.9, GDH-TPI inh 6.9, PrPC TRFRET -11.9, FadD28 binding -1.1 and FBA Mtb inh 19.9.
For Cc1ccc(Cn2cc(CN3CC(N4CCN(CCO)CC4)CS3(=O)=O)nn2)cc1 (configuration not stated) the results were CCHFV vOTU inh 3.5, BoNT F protease -1.9, BoNT A protease 0.9 and PrPC TRFRET 1.1.
Screening COCCn1c(C)cc2c(c1=O)C(c1ccccc1F)C(C#N)=C(N)O2 (configuration not stated) returned CCHFV vOTU inh -7.9, Mtb BioA inh 2.3, BoNT F protease -0.2, BoNT A protease 1.0, Mtb UGM inh 1.4, GDH-TPI inh 4.8, PrPC TRFRET 1.7, FadD28 binding -4.9 and FBA Mtb inh 2.5.
CN(Cc1ccccc1)C(=O)c1ccccc1Br was read as CCHFV vOTU inh 5.7, BoNT F protease -6.2, BoNT A protease 0.3, Mtb UGM inh -0.8, GDH-TPI inh -3.7, PrPC TRFRET -0.9, FadD28 binding -2.2 and FBA Mtb inh -2.6.
For Cn1c(Cc2csc(N)n2)nnc1SCC(=O)NCc1ccccc1 the results were CCHFV vOTU inh 7.5, Mtb BioA inh -1.0, BoNT F protease 1.1, BoNT A protease 0.4, Mtb UGM inh -1.2, GDH-TPI inh 1.6, PrPC TRFRET 13.5, FadD28 binding -1.1 and FBA Mtb inh 1.1.
For CS(=O)(=O)Nc1ccc(C(=O)Nc2ccccc2C(=O)N2CCCC2)cc1 the results were CCHFV vOTU inh 2.5, Mtb BioA inh -1.6, BoNT F protease -0.9, BoNT A protease 0.7, Mtb UGM inh 1.1, GDH-TPI inh 12.1, PrPC TRFRET -4.2, FadD28 binding -1.7 and FBA Mtb inh 0.7.
`O=C(O)c1sccc1S(=O)(=O)N1CCOCC1` gave CCHFV vOTU inh 3.1, Mtb BioA inh -0.6, BoNT F protease inconclusive, BoNT A protease 0.5, Mtb UGM inh 2.3, GDH-TPI inh -0.3, PrPC TRFRET -3.8, FadD28 binding -4.4 and FBA Mtb inh -3.2.
For C/C(N)=C(/C#N)C(=O)CSc1nc2ccc(C)cc2[nH]1 the results were CCHFV vOTU inh -6.0, Mtb BioA inh 1.9, BoNT F protease 1.3, BoNT A protease -0.2, Mtb UGM inh -0.1, GDH-TPI inh 5.6, PrPC TRFRET 10.0, FadD28 binding -1.6 and FBA Mtb inh -1.1.
CS(=O)(=O)N1CCC(C(=O)Nc2ccc(F)c(Cl)c2)CC1 was read as CCHFV vOTU inh -7.0, Mtb BioA inh 18.3, BoNT F protease inconclusive, BoNT A protease -3.2, Mtb UGM inh -0.4, GDH-TPI inh 4.6, PrPC TRFRET -5.9, FadD28 binding -0.6 and FBA Mtb inh -0.2.
`CCCCCCn1c(CN2CCCC(C)C2)nc2c1c(=O)n(C)c(=O)n2C` (configuration not stated) gave CCHFV vOTU inh -0.9, Mtb BioA inh 1.9, BoNT F protease -2.2, BoNT A protease 1.0, Mtb UGM inh -1.2, GDH-TPI inh -9.8, PrPC TRFRET 2.1, FadD28 binding -1.3 and FBA Mtb inh 4.0.
`Cc1ccc(C(=O)NC2CCCCCC2)o1` gave CCHFV vOTU inh 3.0, Mtb BioA inh 1.6, BoNT F protease 12.1, BoNT A protease 0.8, Mtb UGM inh -4.1, GDH-TPI inh -8.9, PrPC TRFRET 2.2, FadD28 binding -4.2 and FBA Mtb inh -0.1.
For COc1cc(C)c(-c2[nH]ncc2-c2csc(C)n2)c(O)c1 the results were CCHFV vOTU inh 0.8, BoNT F protease -0.1, BoNT A protease -0.3, Mtb UGM inh 0.4, GDH-TPI inh 5.2, PrPC TRFRET 0.9, FadD28 binding -3.5 and FBA Mtb inh 2.7.
Screening Cn1c(=O)c2cc(S(=O)(=O)NC(C(=O)Nc3cccc(F)c3)c3ccccc3)ccc2n(C)c1=O (configuration not stated) returned CCHFV vOTU inh 7.3, Mtb BioA inh -0.5, BoNT F protease 3.8, BoNT A protease -0.1, Mtb UGM inh 3.9, GDH-TPI inh -16.0, PrPC TRFRET -0.8, FadD28 binding -7.9 and FBA Mtb inh 1.4.
`COc1cccc(NC(=O)Cc2nnc(SCC(=O)NC3CCCC3)n2C)c1` gave CCHFV vOTU inh 6.3, Mtb BioA inh 1.4, BoNT F protease 8.0, BoNT A protease 0.0, Mtb UGM inh 0.4, GDH-TPI inh -14.1, PrPC TRFRET -2.8, FadD28 binding -3.4 and FBA Mtb inh 0.1.
For NS(=O)(=O)c1ccc(NC(=O)c2ccc(CNS(=O)(=O)c3cc(C(F)(F)F)ccc3Cl)cc2)cc1 the results were CCHFV vOTU inh 4.0, Mtb BioA inh 0.1, BoNT F protease 5.2, BoNT A protease 0.0, Mtb UGM inh 1.5, GDH-TPI inh -6.5, PrPC TRFRET 0.6, FadD28 binding -4.7 and FBA Mtb inh -0.7.
For Cc1cccc(OCc2nnc(SCc3cc(=O)n4cc(Br)ccc4n3)o2)c1 the results were CCHFV vOTU inh -4.7, Mtb BioA inh -2.0, BoNT F protease 0.2, BoNT A protease 2.1, Mtb UGM inh 0.8, GDH-TPI inh -0.5, PrPC TRFRET -57.4, FadD28 binding -5.0 and FBA Mtb inh -0.5.
For CCOC(=O)C1CCN(S(=O)(=O)c2ccc(C)c(C)c2)CC1 the results were CCHFV vOTU inh -18.1, BoNT F protease 3.5, BoNT A protease 0.0, Mtb UGM inh 1.1, GDH-TPI inh 3.5, PrPC TRFRET 6.8, FadD28 binding -4.3 and FBA Mtb inh -4.4.
`COCCCN(C(=O)Cc1ccc(Cl)c(Cl)c1)c1c(N)n(Cc2ccccc2)c(=O)[nH]c1=O` gave CCHFV vOTU inh -8.1, Mtb BioA inh -2.4, BoNT F protease -2.4, BoNT A protease 0.5, Mtb UGM inh 1.0, GDH-TPI inh 3.8, PrPC TRFRET 8.2, FadD28 binding -1.3 and FBA Mtb inh -1.6.
For CC(=O)c1cc2c(cc1NC(=O)CCn1cnnn1)OCO2 the results were CCHFV vOTU inh 4.9, BoNT F protease 10.1, BoNT A protease 1.3, Mtb UGM inh 4.2, GDH-TPI inh 6.7, PrPC TRFRET -5.7 and FBA Mtb inh 0.8.
`CCOC(=O)C(C(=O)OCC)N(C#N)c1nc(SC)nc(N(C)C)n1` gave CCHFV vOTU inh 4.8, Mtb BioA inh 3.6, BoNT F protease inconclusive, BoNT A protease 0.5, Mtb UGM inh 2.5, GDH-TPI inh -2.6, PrPC TRFRET 7.2, FadD28 binding -3.4 and FBA Mtb inh 0.4.
Screening O=C(O)c1ccc(/C=N/NC(=O)c2ccc3c(c2)OCCO3)cc1 returned CCHFV vOTU inh 1.8, Mtb BioA inh -0.5, BoNT F protease -5.0, BoNT A protease -0.2, Mtb UGM inh 0.8, GDH-TPI inh 28.4, PrPC TRFRET 5.1, FadD28 binding -2.2 and FBA Mtb inh -1.8.
Screening Cc1nc2c(C)cccc2c2c1CCN2c1ccccc1F returned CCHFV vOTU inh -178.9, BoNT F protease inconclusive, BoNT A protease inconclusive, Mtb UGM inh -1.1, GDH-TPI inh 10.2, PrPC TRFRET -3.9, FadD28 binding -3.3 and FBA Mtb inh 113.3*.

Molecules listed so far that contain bromine:
CN(Cc1ccccc1)C(=O)c1ccccc1Br was read as CCHFV vOTU inh 5.7, BoNT F protease -6.2, BoNT A protease 0.3, Mtb UGM inh -0.8, GDH-TPI inh -3.7, PrPC TRFRET -0.9, FadD28 binding -2.2 and FBA Mtb inh -2.6.
For Cc1cccc(OCc2nnc(SCc3cc(=O)n4cc(Br)ccc4n3)o2)c1 the results were CCHFV vOTU inh -4.7, Mtb BioA inh -2.0, BoNT F protease 0.2, BoNT A protease 2.1, Mtb UGM inh 0.8, GDH-TPI inh -0.5, PrPC TRFRET -57.4, FadD28 binding -5.0 and FBA Mtb inh -0.5.
